# Screening results from PubChem BioAssay.
# Epigenetic derep: Quantitative High-Throughput Screen for Regulators of Epigenetic Control; murine LDR cells, GFP reporter derepression, 30 h; Potency, µM (series often up to 53.9 µM), without a hit: at the highest dose GFP activation, hits mostly activators; 280,000 tested, 0.2% active; active means well fitted activation curve with a large enough effect; inconclusive means small, poorly fitted or top-dose-only effect; further: % of control where 0% means no effect; nearly all actives have a fitted effect of over 60% in size
#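 Murine LDR cells bearing a silenced CMV-driven GFP reporter were exposed to compound for 30 h at 37 C. After PBS washes, GFP-positive cells (20-120 um objects) counted by laser-scanning microplate cytometry.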
# * marks the source's active call; other numbers are inactive results; ? = inconclusive. Potency means the concentration at half of the fitted maximal effect.
Epigenetic derep | SMILES
-1.3% | CCOC(=O)c1c(C)oc2ccc(N(C(=O)c3ccncc3)S(=O)(=O)c3ccc(F)cc3)cc12
1.2% | COc1ccccc1-c1nnc(C2CCN(C(=O)c3ccc(Cl)cc3)CC2)o1
-2.8% | O=C(C1CCN(S(=O)(=O)Cc2ccccc2)CC1)N1CCN(c2cccc(Cl)c2)CC1
1.6% | CCN(CC)c1cc(C)c2cc(NC(=O)c3cccc(OC)c3OC)ccc2n1
? | CCCS(=O)(=O)c1ncc(Cl)c(C(=O)Nc2c(C(=O)Nc3ccccc3)oc3ccccc23)n1
5.8% | O=C(CSc1nc2cc3ccccc3cc2[nH]1)Nc1cccc(C(F)(F)F)c1
0.3% | Cc1ccc(Cl)cc1-n1c(CCC(=O)O)ccc1-c1cccs1
0.1% | CC1Cn2c(C(=O)NCc3cccc(Br)c3)cc3cccc(c32)S1 (stereo unspecified)
-2.6% | COc1ccc(CCN2C(=O)c3oc4cc(C)cc(C)c4c(=O)c3C2c2ccc(F)cc2)cc1OC (stereo unspecified)
-0.8% | Cc1ccc(Nc2nnc(-c3ccc(C)c(S(=O)(=O)N4CCOCC4)c3)c3ccccc23)cc1
-1.6% | CCOC(=O)c1c(NC(=O)c2ccc(C)c(C)c2)sc2c1CCCCC2
-0.7% | Cc1cccc(Nc2nc(Nc3cccc(C)c3)nc(N3CCOCC3)n2)c1
0.0% | CCc1nn(CC(=O)NCc2ccc(OC)cc2OC)c(=O)c2cc3c(OC)cccc3n12
-0.8% | Cn1c(Oc2ccccc2)nc2c1c(=O)n(Cc1ccc(Cl)cc1Cl)c(=O)n2C
-0.7% | CCOc1ccc(NC(=O)CSc2nnc3scc(-c4ccccc4)n23)cc1
1.7% | COc1cc(NC(=O)c2cccc3c2C(=O)N(C2CCCCC2)C3)cc(OC)c1OC
-2.9% | COc1ccc2c(c1)c(=O)c(S(=O)(=O)c1ccc(C)cc1)cn2Cc1ccccc1C
2.2% | O=C(CSc1nnc(-c2ccc(F)cc2)o1)N1CCCc2ccccc21
1.9% | CC(C)CC(NC(=O)C1CCC(C)CC1)C(=O)OCC(=O)c1ccc(Cl)cc1 (stereo unspecified)
-1.1% | Cc1cc(C)cc(C(=O)N(Cc2nc(-c3ccc(Cl)cc3)no2)C(C)C)c1
-1.1% | CC(C)N(Cc1nc(-c2ccc(Cl)cc2)no1)C(=O)c1ccco1
-3.0% | O=C(Cn1nc(N2CCN(c3ccccc3)CC2)ccc1=O)NCc1ccccc1F
1.2% | Cc1cccn2c(=O)c3cc(C(=O)NCc4cccnc4)c(=N)n(CCCO)c3nc12
-0.7% | Cc1ccccc1Nc1c(-c2ccc(Cl)s2)nc2cccc(C)n12

# Part of the list above in a different format:
Structure | Epigenetic derep
O=C(Cn1nc(N2CCN(c3ccccc3)CC2)ccc1=O)NCc1ccccc1F | -3.0%
Cc1cccn2c(=O)c3cc(C(=O)NCc4cccnc4)c(=N)n(CCCO)c3nc12 | 1.2%
Cc1ccccc1Nc1c(-c2ccc(Cl)s2)nc2cccc(C)n12 | -0.7%

# (further entries)
Epigenetic derep | SMILES
-1.1% | CCOc1ccc(CCNC(=O)Cn2nnc(-c3ccccc3Cl)n2)cc1OCC
-1.8% | CN1C(C(=O)Nc2ccc(F)cc2F)=CC(c2ccco2)=NS1(=O)=O
-0.8% | CCOC(=O)c1c(C)n(-c2ccccc2)c2ccc(OC(=O)c3cccc(Cl)c3)cc12
-1.9% | COc1ccc(-c2noc(CCC(=O)Nc3cccc(C)c3C)n2)cc1OC
1.8% | Cc1oc(-c2ccccc2Cl)nc1CS(=O)(=O)CC(=O)NCc1ccc(F)cc1
-1.1% | CCOC(=O)C1CCN(c2c(C(=O)c3ccc(OC)cc3)cnc3ccccc23)CC1
0.4% | CCOc1ccc(CNC(=O)c2cc3ccccn3n2)cc1OC
-0.8% | COc1ccc(C(=O)N2CCN(C(=O)COc3ccccc3)CC2)cc1OC
-1.9% | CCNC(=O)c1c(NC(=O)c2cc(=O)c3ccc(C)c(C)c3o2)sc2c1CCCC2
18% | Cc1ccc(-n2c(SCC(=O)NCc3ccccc3)nc3c([nH]c4ccccc43)c2=O)cc1
-1.9% | CCCc1nnc(NC(=O)c2cc(=O)c3cc(Cl)ccc3o2)s1
3.2% | O=C(Cn1c(=O)n(-c2ccccc2)c(=O)c2ccc(C(=O)NCc3ccc4c(c3)OCO4)cc21)Nc1ccc(F)c(Cl)c1

# Retrieved by compound from above, 6 records:
Epigenetic derep | SMILES
2.2% | O=C(CSc1nnc(-c2ccc(F)cc2)o1)N1CCCc2ccccc21
18% | Cc1ccc(-n2c(SCC(=O)NCc3ccccc3)nc3c([nH]c4ccccc43)c2=O)cc1
-1.1% | CC(C)N(Cc1nc(-c2ccc(Cl)cc2)no1)C(=O)c1ccco1
-0.8% | Cc1ccc(Nc2nnc(-c3ccc(C)c(S(=O)(=O)N4CCOCC4)c3)c3ccccc23)cc1
-1.9% | CCNC(=O)c1c(NC(=O)c2cc(=O)c3ccc(C)c(C)c3o2)sc2c1CCCC2
-2.9% | COc1ccc2c(c1)c(=O)c(S(=O)(=O)c1ccc(C)cc1)cn2Cc1ccccc1C

# More records follow:
Epigenetic derep | SMILES
-0.8% | CCn1cc(C(=O)NCCc2ccc(C)cc2)c(=O)c2cc(S(=O)(=O)N3CCC(C)CC3)ccc21
0.8% | O=C(Nc1ccc2oc(-c3ccc(Cl)cc3)nc2c1)c1ccc2ccccc2c1
-3.4% | Cc1ccc(-c2noc(-c3cccnc3N(C)Cc3ccc(Cl)cc3)n2)cc1
-1.0% | CSc1ccc(C2c3c(oc4ccccc4c3=O)C(=O)N2CCCN2CCOCC2)cc1 (stereo unspecified)
2.9% | COc1ccc(S(=O)(=O)NC(C)(C)CO)cc1-c1nnc2c3ccccc3c(C)nn12
-3.1% | COC(=O)c1cc(S(=O)(=O)N2CCN(c3cc(Cl)ccc3C)CC2)c[nH]1
2.7% | CCC1CCCCN1C(=O)Cn1c(=O)n(CCCCCC(=O)NCc2ccc(F)cc2)c(=O)c2sccc21 (stereo unspecified)
1.1% | CC(C)CCN(Cc1ccco1)C(=O)c1cc2c(s1)-c1ccccc1OC2
-1.6% | Cc1ccc(NC(=O)c2c(NC(=O)c3ccccc3)sc3c2CCC3)cc1
-7.0% | CCOc1ccc(NC(=O)c2ccc3c(c2)nnn3C2CCCC2)cc1
-1.1% | COCCN1CN=C(NS(=O)(=O)c2ccc(C)cc2)NC1
-0.7% | CCSc1nnc2c(n1)OC(c1ccc(OC)c(OC)c1)N(C(C)=O)c1ccccc1-2 (stereo unspecified)
-0.8% | COc1ccc2oc(=O)c(-c3csc(/C(C#N)=C/c4ccc(F)cc4)n3)cc2c1
0.0% | COC(=O)c1cc2occc2n1Cc1ccc(F)cc1Cl
-2.0% | CCN(c1ccccc1)c1nnc(NC(=O)Nc2ccc(Br)cc2)s1
0.1% | CCOc1ccc(CNC(=O)c2ccc(CS(=O)c3ccccc3)o2)cc1 (stereo unspecified)
-0.1% | CC1CCc2c(sc3nnn(Cc4ccccc4)c(=O)c23)C1 (stereo unspecified)
2.5% | Cc1ccc(NC(=O)Cn2c(=O)n(Cc3ccco3)c(=O)c3sc4ccccc4c32)c(C)c1
-0.9% | Cc1cccc(-n2c(=O)c3ccccc3n(Cc3ccc(F)cc3)c2=O)c1
1.4% | CCCCN(C)CCNC(=O)c1ccc(Cn2c(=O)[nH]c3cc(OC)c(OC)cc3c2=O)cc1
-0.2% | Cc1ccc(-n2ncc(C(=O)N(C)Cc3ccccc3)c2-n2cccc2)cc1
0.0% | Cc1ccc(C)c(NC(=O)Cn2c(=O)oc3cc(S(=O)(=O)NCc4ccccc4)ccc32)c1
3.0% | COc1ccc(-c2cc(C(F)(F)F)nc(SCCC(=O)Nc3ccc(OC)c(OC)c3)n2)cc1
18µM* | CCc1ccc(NC(=O)c2sc3nc(C)c(C(=O)Nc4ccc(C)cc4C)c(-c4ccco4)c3c2N)cc1
-2.3% | CCn1c(=O)c2cc(C(=O)N(C)c3cc(Cl)c(OC)cc3OC)sc2c2ccccc21
-0.9% | Cc1ccc(CCNC(=O)c2ccc(NC(=O)N3CCSc4ccccc43)cc2)cc1
7.7% | Cc1cccc(N2CCN(C(=O)CCn3c(=O)c4cccn4c4cccnc43)CC2C)c1 (stereo unspecified)
-4.7% | CCCCNc1nc(Oc2ccc(=O)n(-c3ccccc3)n2)nc(N(CC)CC)n1
-0.2% | COc1ccccc1CNC(=O)C(NS(=O)(=O)c1ccc2c(c1)CCN2C(C)=O)C(C)C (stereo unspecified)
0.8% | COc1cccc(CCNC(=O)c2cnc3sc(N4CCOCC4)nn3c2=O)c1
0.0% | CCCCCOC(=O)CSc1ncnc2c1sc1nc(N3CCOCC3)c3c(c12)CCCC3
0.8% | COCCCNC(=O)c1c(NC(=O)Cc2coc3cc(C)ccc23)sc2c1CCCC2
8.2% | O=C(c1ccccc1)c1ccc2nc(N3CCN(c4ccccc4)CC3)c3nncn3c2c1
-1.1% | CCOC(=O)CC(NC(=O)CCc1c(C)nc2cc(-c3ccccc3)nn2c1C)c1ccc(C)cc1 (stereo unspecified)
-1.1% | Cc1nc2cc(-c3ccc(Cl)cc3)nn2c(C)c1CCC(=O)N1CCN(c2ccccc2)CC1
-2.1% | CCn1cc(C(=O)NCc2ccccc2)c(=O)c2cc(S(=O)(=O)N3CCCCCC3)ccc21
0.0% | Cc1nnc(N2C(=O)c3oc4ccccc4c(=O)c3C2c2cccc(OCCC(C)C)c2)s1 (stereo unspecified)
2.0% | CCOc1ccc2oc(=O)cc(CN3CCN(c4ccccc4)CC3)c2c1
-2.7% | Cc1ccc(CNC(=O)c2ccc3c(c2)c(C)c(C)n3Cc2ccc(Cl)cc2)o1
-1.1% | COc1ccc(CCNC(=O)c2ccc3c(c2)N(Cc2ccccc2)C(=O)c2ccccc2S3=O)cc1OC (stereo unspecified)
-3.6% | CC(=O)Nc1c(C(=O)Nc2ccccc2F)oc2ccccc12
1.2% | CC1=C(C(=O)OC2CCCCCC2)C(c2cccc(Cl)c2)CC(=O)N1 (stereo unspecified)
-4.5% | COc1ccc(OC)c(NC(=O)CCc2c(C)nc3c(c(C)nn3C(C)(C)C)c2C)c1
0.3% | CCOc1cc(C(c2c(C)[nH]n(-c3ccccc3)c2=O)c2c(C)[nH]n(-c3ccccc3)c2=O)ccc1O
5.5% | Cc1nc(-c2ccccc2)sc1-c1ccc(SCC(=O)NCc2ccc(F)cc2)nn1
-1.8% | CC(C)CCOc1ccc(Oc2nc(N(C)C)nc(N(C)C)n2)nn1
0.8% | CC(=O)c1ccc(NC(=O)C(Cc2ccccc2)NS(=O)(=O)c2ccc3c(c2)CCC(=O)N3)cc1 (stereo unspecified)
-7.5% | COc1ccccc1CNC(=O)C1CCN(S(=O)(=O)Cc2ccccc2)CC1
-0.2% | Cn1c(=O)oc2cc(S(=O)(=O)N3CCCC(C(=O)N4CCN(c5cccc(Cl)c5)CC4)C3)ccc21 (stereo unspecified)
1.1% | COc1ccc(NC(=O)CCN2CCN(c3cccc(Cl)c3)CC2)cc1
4.8% | Cc1cccc(NC(=O)CCc2c(C)nc3c(c(C)nn3C(C)(C)C)c2C)c1C
13% | Cc1ccccc1CNCCSc1nnnn1-c1ccccc1
-3.1% | Cc1cccc(N2C(=O)C(CC(=O)Nc3ccccc3)N(C3CCCCC3)C2=O)c1 (stereo unspecified)
-1.5% | COc1cc(NC(=O)CSc2ccc(-c3sc(-c4ccccc4)nc3C)nn2)cc(OC)c1
? | COc1cc(OC)c(NC(=O)c2cc(C(C)=O)n3ccccc23)cc1Cl
2.5% | Cc1nn(-c2ccccc2)c2c1cc1c(=O)[nH]c(=O)nc-1n2-c1cccc(C(F)(F)F)c1
2.7% | COc1ccc(C2CC(=O)c3c([nH]c(C(=O)OC4CCCCCC4)c3C)C2)cc1OC (stereo unspecified)
0.0% | Cc1ccsc1CN(C(=O)c1ccc(OCC(C)C)cc1)C1CCS(=O)(=O)C1 (stereo unspecified)
3.2% | O=C(Cc1ccc(Cl)cc1)Nc1ccc2nn(-c3ccccc3)nc2c1
? | Cc1ccc(Cl)cc1NC(=O)CN(C)S(=O)(=O)c1ccc2c(c1)n(C)c(=O)c(=O)n2C

# Entries listed so far marked active in Epigenetic derep.
Epigenetic derep | SMILES
18µM* | CCc1ccc(NC(=O)c2sc3nc(C)c(C(=O)Nc4ccc(C)cc4C)c(-c4ccco4)c3c2N)cc1

# Molecules above containing bromine:
Epigenetic derep | SMILES
0.1% | CC1Cn2c(C(=O)NCc3cccc(Br)c3)cc3cccc(c32)S1 (stereo unspecified)
-2.0% | CCN(c1ccccc1)c1nnc(NC(=O)Nc2ccc(Br)cc2)s1

# Next part.
Epigenetic derep | SMILES
0.9% | Cc1ccc2c(c1)c1c(c(=O)n(Cc3ccccc3)c(=O)n1Cc1cccc(F)c1)n2C
0.0% | COc1cccc(CNC(=O)Cn2ncn3c(cc4ccccc43)c2=O)c1
-3.2% | CSc1ccc(CCNC(=O)C(C)n2c(C)c3cnn(-c4ccccc4)c(=O)c3c2C)cc1 (stereo unspecified)
-0.9% | CCc1ccc(-n2c(=O)c3cccnc3n2CC(=O)Nc2cc(F)ccc2F)cc1
-1.5% | CCc1ccc(NCc2cc3cc(OC)c(OC)cc3n(CC(=O)Nc3ccc(F)cc3)c2=O)cc1
-1.8% | CCN(CC)C(=O)C1=C(C)Nc2nc3ccccc3n2C1c1ccc(Br)cc1 (stereo unspecified)
-1.4% | O=C(CN1C(=O)COc2ccc(S(=O)(=O)Nc3ccccc3)cc21)NCc1ccccc1Cl
0.0% | COc1ccc(CCN2C(=O)c3[nH]nc(-c4ccccc4O)c3C2c2ccc(O)c(OC)c2)cc1 (stereo unspecified)
10% | COc1ccc(CNC(=O)c2ccc3c(c2)N(Cc2cc(C)ccc2C)C(=O)CS3)cc1

# This is a subset. The share of hits here may be higher or lower than overall.
